# Assay outcomes as filed in PubChem.
# Scp-1 inhibitor = Scp-1 phosphatase inhibitors, primary screen, biochemical, colorimetric, uHTS; Recombinant Scp1, phosphopeptide, malachite green phosphate absorbance; AID 493091, 2011; inhibition, % at 20 µM; Carboxy-terminal domain RNA polymerase II polypeptide A small phosphatase 1 (Homo …; 0.88% of 340,000 active;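 active = inhibition above about 50% at 20 µM, limit read from the data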;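 also: plate controls were DMSO wells with enzyme for no effect and wells lacking enzyme for full effect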
# Target sequence (Q9GZU7 76-261 limits assumed): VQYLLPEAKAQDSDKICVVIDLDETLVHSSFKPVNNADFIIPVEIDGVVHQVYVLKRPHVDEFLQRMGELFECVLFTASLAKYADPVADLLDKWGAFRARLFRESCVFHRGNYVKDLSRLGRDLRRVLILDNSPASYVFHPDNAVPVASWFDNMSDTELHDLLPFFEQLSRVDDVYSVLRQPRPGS
#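 Test system: SCP-1 phosphatase catalytic domain, residues 76-261; measured by: colorimetric phosphate reagent with accelerator and stabiliser, absorbance at 630 nm; timing: enzyme reaction 45 min at room temperature, colour 5 min, stabilisation 30 min; also added: Phosphorylated 17-residue peptide substrate; compound dosing: one concentration, 20 µM, with 1.0% DMSO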
# bovine MsrA act = bovine MsrA enzyme activators, primary screen, biochemical, absorbance, HTS. purified bovine MsrA, absorbance read-out. activation, % at 10.6 µM. 0.3% of 360,000 active; in the data active = activation above about 7.5%;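 also: 0% = vehicle and 100% = reference activator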
# DNMT1 inh = human DNMT1 methyltransferase inhibitors, primary screen, biochemical, molecular beacon, fluorescence, HinP1I cleavage, uHTS; DNA (cytosine-5)-methyltransferase 1 (Homo sapiens), P26358; AID 588458, 2011; 0.83% of 360,000 active; inhibition (reported as % activation of signal), % at 10 µM; in the data active = inhibition above about 50%
# Tb MetRS inh = T. brucei MetRS inhibitors, primary screen, biochemical, luminescence | 0.4% of 360,000 active | methionyl-tRNA synthetase (Trypanosoma brucei brucei) | purified T. brucei MetRS, ATP depletion, Kinase-Glo luminescence | inhibition, % at 11.9 µM;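 active = inhibition above a per-plate cutoff of the control wells' mean inhibition plus 3 SD, cut at about 5.5% in these data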;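 also: 0% = DMSO wells median and 100% = median of wells with control inhibitor compound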
#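 Dosing: 11.9 µM single point; system: parasite MetRS enzyme; technique: luminescence of leftover ATP; times: 15 min enzyme-compound preincubation, 2 h reaction, 10 min detection, 25 °C; replicates: each compound tested once; read-out basis: percent inhibition relative to median high and low control wells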
# NRP1-CendR mod = modulators of CendR peptide binding to NRP-1, primary screen, biochemical, fluorescence polarization, uHTS | 0.85% of 360,000 active | FAM-RPARPAR peptide binding to NRP-1 | Neuropilin-1 (Homo sapiens), O14786 | inhibition, % at 25 µM;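 active = inhibition or corrected inhibition above about 18%, plus a signal ratio from 0.5 to 1.5, limit read from the data, passing the limit was not always enough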; also: strong numbers were not always called active
# eLon inh = inhibitors of E. coli Lon protease, primary screen, biochemical, fluorescence polarization; purified E. coli Lon protease; inhibition, % at 7.94 µM; AID 602123, 2011; 0.42% of 360,000 active; in the data active = inhibition above about 13%, passing the limit was not always enough;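 also: 0% = enzyme with probe and DMSO and 100% = no enzyme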
# Target sequence (P0A9M0 whole entry, looked up): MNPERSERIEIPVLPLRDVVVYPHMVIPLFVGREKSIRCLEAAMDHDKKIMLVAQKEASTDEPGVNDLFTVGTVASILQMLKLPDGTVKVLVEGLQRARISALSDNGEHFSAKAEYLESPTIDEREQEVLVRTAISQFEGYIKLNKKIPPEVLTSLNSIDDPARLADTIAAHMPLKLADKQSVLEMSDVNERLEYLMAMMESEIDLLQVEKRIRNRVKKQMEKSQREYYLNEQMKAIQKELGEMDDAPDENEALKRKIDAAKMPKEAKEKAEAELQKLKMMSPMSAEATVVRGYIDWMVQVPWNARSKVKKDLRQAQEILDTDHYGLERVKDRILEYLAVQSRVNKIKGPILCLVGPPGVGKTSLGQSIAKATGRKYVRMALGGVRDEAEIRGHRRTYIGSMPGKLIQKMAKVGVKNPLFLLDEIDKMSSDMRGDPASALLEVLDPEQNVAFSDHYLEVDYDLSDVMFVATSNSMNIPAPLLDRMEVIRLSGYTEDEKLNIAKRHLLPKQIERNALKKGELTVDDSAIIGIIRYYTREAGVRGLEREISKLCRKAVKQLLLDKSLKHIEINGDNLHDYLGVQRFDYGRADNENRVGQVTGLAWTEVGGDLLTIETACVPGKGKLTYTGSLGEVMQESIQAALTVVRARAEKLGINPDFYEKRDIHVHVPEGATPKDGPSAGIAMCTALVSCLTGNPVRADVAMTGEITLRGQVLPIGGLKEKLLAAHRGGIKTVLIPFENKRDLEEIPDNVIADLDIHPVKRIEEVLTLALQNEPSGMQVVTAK
# STEP inh = STEP phosphatase inhibitors, primary screen, biochemical, fluorescence intensity, uHTS; Tyrosine-protein phosphatase non-receptor type 5 (Homo sapiens), P54829; recombinant STEP, OMFP fluorogenic substrate; inhibition, % at 20 µM; 0.25% of 360,000 active; AID 588621, 2011;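 active = inhibition at 20 µM, scaled per plate between control wells, above about 37%, limit read from the data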;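 also: 0% = DMSO with enzyme and substrate and 100% = substrate only without enzyme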
#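 Also added – OMFP at 25 µM · Test system – STEP tyrosine phosphatase · Technique – FITC-channel fluorescence of OMFP product · Schedule – 20 min at room temperature, dark · Evaluation – control-normalized % inhibition with plate pattern correction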
# LMPTP block = LMPTP phosphatase inhibitors, primary screen, biochemical, fluorescence intensity, uHTS | Low molecular weight phosphotyrosine protein phosphatase (Homo sapiens), P24666 | recombinant LMPTP-A, OMFP fluorogenic substrate | inhibition, % at 20 µM | 0.22% of 360,000 active;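 active = compounds that cut the enzyme signal by at least half of the control window in the single-dose screen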;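 also: plate controls were DMSO wells with enzyme plus substrate for no effect and substrate without enzyme for full effect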
#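 Test system – LMPTP-A phosphatase enzyme · Quantity – 0.625 nM LMPTP-A final · Reagent – OMFP substrate, 400 µM final · Dosing – one test concentration per compound, 20 µM, with 3% DMSO overall · Timing – 50 min enzyme reaction at room temperature, protected from light · Detection – fluorescence intensity · Controls – substrate-only low control, DMSO enzyme-plus-substrate high control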
# MsrA inh = bovine MsrA enzyme inhibitors, primary screen, biochemical, absorbance, HTS | Methionine sulfoxide reductase A (Bos taurus) | 0.75% of 360,000 active | inhibition, % at 15.5 µM | purified bovine MsrA, absorbance read-out | AID 651718, 2012; in the data active = inhibition above about 4.5%;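 also: 0% = vehicle wells with enzyme and 100% = reference inhibitor wells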
# SUMO1 PPI mod = modulators of SUMO1 protein-protein interactions, primary screen, biochemical, uHTS; Small ubiquitin-related modifier 1 (Homo sapiens), P63165; SUMO1 binding to a labelled peptide, TR-FRET, 1 h; inhibition, % at 20 µM; 0.33% of 360,000 active; in the data active = inhibition above about 37%
# Target sequence (P63165 whole entry, looked up): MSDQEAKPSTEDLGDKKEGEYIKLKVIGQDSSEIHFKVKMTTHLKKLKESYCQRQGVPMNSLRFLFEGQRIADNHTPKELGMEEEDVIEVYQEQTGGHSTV
# * marks the source's active call; other numbers are inactive results; nt = no result given.
# Each structure is followed by: NRP1-CendR mod, MsrA inh, STEP inh, Scp-1 inhibitor, LMPTP block, bovine MsrA act, Tb MetRS inh, eLon inh, SUMO1 PPI mod, DNMT1 inh
O=C(CCN1C(=O)COc2ccccc21)NCc1cccnc1
 : 3, -0.6, -1, 1, -1.1, 0, -0.1, -11, 1, -1
COc1ccc(NC(=O)C2CCN(S(=O)(=O)c3ccccc3)CC2)cc1
 : 3, -0.3, 0, 3, 0.1, -2, 2.0, -15, 0, 1
CCOc1ccc(/C(O)=C2/C(=O)C(=O)N(CCCN3CCOCC3)C2c2ccc(F)cc2)cc1C (centres undefined)
 : 14, 0.3, 2, -5, 1.4, -1, 2.6, -6, -9, -3
N#C/C(=C(/O)COc1ccccc1)c1nnc2n1CCCCC2
 : 12, 0.7, 1, -5, -0.8, -4, -1.0, -3, -2, 2
Cc1ccc(-c2nc(-c3ccncc3)no2)cc1Cl
 : -3, -1.2, 5, -5, 2.4, -4, -0.8, 7, 8, 7
Cc1ccc(S(=O)(=O)N(C)Cc2cc3cc(C)ccc3[nH]c2=O)cc1
 : 0, 0.4, -1, -7, 0.3, 3, -0.2, -7, -1, -4
Cc1[nH]nc(SCC(=O)Nc2ccc(C#N)cc2)c1[N+](=O)[O-]
 : 0, 0.5, 0, -11, -0.4, 4, -1.3, -14, -6, -8
Cc1ccc(S(=O)(=O)C[C@@H]2OC3CCCCC3N2S(=O)(=O)c2ccc(C)cc2)cc1 (some centres undefined)
 : 2, 1.5, nt, nt, -2.7, nt, -0.9, nt, -4, nt
CC(=O)c1ccc(S(=O)(=O)Nc2cc3c(cc2C(C)=O)OCO3)cc1
 : 2, 1.9, 0, -1, 0.5, 1, -0.8, -2, 1, -2
COc1ccc(C2=Nc3ccccc3N(C(=O)c3ccncc3)C2C(=O)NC(C)C)cc1 (centres undefined)
 : 7, 2.9, nt, nt, 0.0, nt, 0.4, nt, -35, nt
COc1cccc(C(O)c2nc3ccccc3n2C(C)C)c1OC (centres undefined)
 : -1, -1.1, 0, -12, -0.1, 1, -0.3, -5, -4, 2
O=C(O)CC1S/C(=N/N=C/c2ccc(-c3ccccc3[N+](=O)[O-])o2)NC1=O (centres undefined)
 : -6, 4.9*, 2, 11, 0.9, -4, -0.4, -2, 13, -4
CC(=O)c1c(O)c2ccccc2n(C)c1=O
 : -7, 1.2, 1, -31, 0.1, -1, -0.1, 4, 1, 0
O=C(c1cccc(F)c1)N1CCN(c2cccc(Cl)c2)CC1
 : 4, 0.2, 2, 2, -0.9, 2, -0.1, -13, 3, 5
Cc1cc(=O)oc2cc(NC(=O)c3cccc(Br)c3)ccc12
 : -1, 0.2, 26, 49, 27, -2, 0.0, -8, -5, 51*
COc1cccc(C(CNC(=O)C(c2ccccc2)c2ccccc2)N(C)C)c1 (centres undefined)
 : 3, 1.2, -2, 4, -1.3, -2, -0.4, 11, -1, 4
CCOc1ccc(NC(=O)c2ccccc2C(=O)c2ccccc2)cc1OCC
 : 2, -0.7, 0, -6, 1.1, -2, -0.7, -9, -2, -2
COC(=O)C1=C(C)N(Cc2ccccc2)C(=O)N[C@H]1c1cccs1
 : 16, -0.7, 2, -2, -1.6, -5, -0.3, -6, -1, 4
CN(C)S(=O)(=O)c1ccc(S(=O)(=O)N(Cc2ccco2)Cc2ccccc2Cl)cc1
 : -18, nt, 1, -4, 2.0, -1, -0.3, -8, 2, 0
CCOc1ccc(CN(C)C(=O)c2cccnc2SC)cc1OC
 : -6, 0.9, 8, -9, -1.3, -3, -0.8, -5, 37, 3
CSc1nc(-c2ccco2)cc(C(F)(F)F)c1C#N
 : 8, 0.3, 4, 12, 0.9, -3, 0.0, -9, -2, 1
Cc1ccc(NC(=O)CCOc2ccccc2)c(C)c1
 : 4, nt, -2, 6, 0.6, -5, 0.1, -2, 3, 2
O=C(N/N=C/c1ccco1)C1CC1
 : 2, -0.8, -1, 3, -0.4, -2, -0.3, 9, -2, -1
Cc1cc(C(=O)COC(=O)CNC(=O)c2ccco2)c(C)n1Cc1ccco1
 : -1, -1.2, -2, -8, 0.8, -3, -0.1, -8, 1, -8
CC1=Nc2ccc(C)cc2/C1=C/c1c(N)n2c(S(=O)(=O)C(C)C)nsc2nc1=O
 : -13, 1.7, -10, 3, 0.2, -3, 1.9, -15, 3, -12
O=C(Nc1ccccc1C(F)(F)F)N1CCCC1c1cccnc1 (centres undefined)
 : 0, 0.7, -3, 0, -1.5, -6, -0.7, 7, 25, 3
Cc1cccn2c(=O)c3cc(C(=O)NCCN4CCOCC4)c(=N)n(Cc4ccc(F)cc4)c3nc12
 : -3, 0.4, 3, 3, 8.8, 0, -0.1, -2, -27, -1
COc1ccc(C(C)(O)c2nc(-c3ccc(OC)nc3)cs2)cc1 (centres undefined)
 : 0, 0.8, -1, nt, -0.6, 1, -0.2, -8, 7, 1
C/C(=N/NC(=O)c1sc(NS(=O)(=O)c2ccccc2)nc1C)c1ccccc1
 : -10, 1.8, 6, 38, 1.4, 0, 0.2, 9, 10, -2
CC(NC(=O)OC(C)(C)C)C(=O)Oc1ccc2ccc(=O)oc2c1 (centres undefined)
 : -2, 2.5, -3, 5, -1.5, -5, -1.0, -3, -1, 2
CC(C)CC1(C)NC(=O)N(CC(=O)Nc2ccc3c(c2)CCC3)C1=O (centres undefined)
 : -15, 0.9, -3, 8, -0.2, -9, -1.1, -2, -2, 1
Nc1ccc2c(c1)OC1(CCCCC1)O2
 : 8, 0.9, 0, -4, -1.0, -3, 0.2, 6, 0, 0
CCCOc1ccc(C(CC(=O)O)NC(=O)c2sc3ccccc3c2Cl)cc1 (centres undefined)
 : 4, 1.4, -1, -3, -0.2, 1, 0.0, -4, -2, 1
FC(F)(F)c1ccc(Sc2n[nH]c(C(F)(F)F)n2)nc1
 : 2, 0.0, 1, 2, -1.4, -2, 0.1, -10, 4, -6
CN1CCN(C(=O)/C=C/c2cccc(Cl)c2)CC1
 : 25*, 2.3, 0, -2, -0.2, -4, 0.1, 2, -9, -1
COCCn1c(SCC(=O)N2CC(=O)Nc3ccccc32)nc2ccccc21
 : -10, -0.4, -2, -5, -1.0, -2, -0.3, -15, 2, -3
CC(=O)/C(C#N)=C1\NC(=O)C(Cc2ccc(C)c(Cl)c2)S1 (centres undefined)
 : -8, 1.4, 2, -10, -0.2, -6, 4.7, -11, 11, 1
O=C(Nc1nnc(COc2ccc(F)cc2)s1)c1ccco1
 : -5, 1.4, 1, -3, -0.8, -4, -0.1, -3, 6, 3
CC1(C)C(=O)C2(CCCCC2)C(=O)OC1c1ccc(O)cc1 (centres undefined)
 : 12, nt, -2, -4, 1.0, -2, -1.1, 1, -2, 0
Cc1ccc(CNC(=O)c2ccc(Cl)cc2[N+](=O)[O-])cc1
 : -3, 0.2, -2, -2, -0.5, 1, -0.3, -2, -23, 2
CCOC(=O)c1sc(Nc2ccc(C)cc2C)nc1C
 : 14, 0.1, -1, 8, 1.7, -3, -0.4, -7, 0, -1
COC(=O)c1sc(=S)n(-c2cc(F)ccc2F)c1N
 : -4, 4.6*, 4, -10, 0.7, -3, -0.1, 4, -18, -5
CC(=O)Nc1c(Cl)c2c(c(Cl)c1Br)-c1ccc(Cl)cc1C2
 : 4, -1.1, 0, -8, -2.1, -2, 0.2, -6, 2, 9
COc1ccc(-c2noc(Cc3ccc(Cl)cc3)n2)cc1OC
 : -5, 0.4, 1, -9, 2.0, -1, -0.8, 5, 2, -12
Cc1cccc(NC(=O)C2(c3ccccc3)CC2(Cl)Cl)c1 (centres undefined)
 : 9, 0.9, -2, -10, 0.6, 2, -1.3, 10, 0, -6
Cc1cccn2cc(CSc3nnc(Nc4ccc(C(C)C)cc4)s3)nc12
 : 0, 0.2, -3, 1, 3.0, -1, 1.9, 5, 2, -6
CCOc1ccc(N2C(=O)CN(CC(=O)OC)C2=S)cc1
 : 8, -0.3, 0, -6, -0.3, -4, -0.1, -10, -1, 1
COc1ccc(-c2cc(-c3ccc(Br)cc3)nc3ncnn23)cc1OC
 : -8, 1.0, 2, 8, -1.2, -13, -1.0, 1, -13, -2
Cc1ccc(S(=O)(=O)/N=C(/NC(=S)Nc2cccc(C)c2)c2ccccc2)cc1
 : 1, -1.1, 4, -6, -0.2, -5, -0.4, -2, -1, -2
CN1CCC(Oc2ccccc2Sc2ccc(C(F)(F)F)cc2)CC1
 : 6, -1.2, 3, -4, -2.0, -4, 0.3, -3, 3, -6
O=C(Nc1c2n(c(=S)n(-c3ccccc3)c1=O)CCCCC2)c1ccccc1
 : 6, -0.6, 5, -3, -1.0, -4, -0.4, 6, 0, 1
CCOc1ccc(Nc2nc(Cc3nnc(SCC(=O)NCc4ccco4)n3CC)cs2)cc1
 : -3, 0.7, -2, -3, -0.6, 1, -0.3, -22, 4, -11
Cn1nc(C(=O)NCc2ccccc2)c2ccccc2c1=O
 : 6, -1.1, 2, -2, 0.4, -3, -0.3, -3, 2, 3
COc1ccc2nc(N3CCCCC3)c(/C=C3\SC(=S)NC3=O)cc2c1
 : -97, 1.4, -2, -3, 3.8, -4, 0.3, -9, 13, -10
CCOc1ccc(CN2CCN(Cc3c[nH]c4ccccc34)CC2)cc1
 : -1, -0.3, 3, -15, -1.0, -1, -0.7, -2, 1, 0
CSc1ccc(CN2CCC(Oc3cccc(C(=O)N4CCCC4)c3)CC2)cc1
 : 14, 0.1, -1, -7, 1.0, 0, 0.4, -6, 0, 2
O=C(CCCCC(=O)NCCCc1ccccc1)NCCCc1ccccc1
 : 17, -1.2, -2, -3, -0.9, -3, -1.4, -6, -2, 2
CC(C)NC(=O)OC1CC2CC1[C@H]1CCCCN1C2=O (some centres undefined)
 : 6, -1.0, nt, nt, -0.5, 0, 0.2, -2, 4, nt

# Single records (already shown). Screens in order: NRP1-CendR mod, MsrA inh, STEP inh, Scp-1 inhibitor, LMPTP block, bovine MsrA act, Tb MetRS inh, eLon inh, SUMO1 PPI mod, DNMT1 inh
# Cc1ccc(S(=O)(=O)/N=C(/NC(=S)Nc2cccc(C)c2)c2ccccc2)cc1 in the list: 1, -1.1, 4, -6, -0.2, -5, -0.4, -2, -1, -2
# CCOc1ccc(CN2CCN(Cc3c[nH]c4ccccc34)CC2)cc1 in the list: -1, -0.3, 3, -15, -1.0, -1, -0.7, -2, 1, 0
# CN1CCC(Oc2ccccc2Sc2ccc(C(F)(F)F)cc2)CC1 in the list: 6, -1.2, 3, -4, -2.0, -4, 0.3, -3, 3, -6
